Source: PubChem BioAssay
Giardia kill: Giardia lamblia killing. 340,000 tested, 0.15% active. activity change, % at 7.66 µM, hits read low. Giardia lamblia trophozoite viability; in the data active = activity change below about -80%; inconclusive = between about -30% and that limit;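 note: parasites exposed to compound for two days anaerobically before the ATP read; % is set by controls: 0 for no effect and ±100 for the full control effect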
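Luminescent ATP signal served as the viability read-out, measured 15-30 min after adding ATP detection reagent to trophozoites that had been incubated with compounds for 48 hrs at 37 deg C anaerobically at 100 cells/well.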
TCR activator: activators of T cell receptors; primary human leukocytes, anti-CD3, IL-2 HTRF, 48 h; Potency, µM (series often up to 9.22 µM), for the others: at the top dose activation of IL-2 secretion, most hits filed as activators; 330,000 tested, under 10 active; AID 504894; note: % of control where 0% means no effect
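Activity was scored as IL-2 release from primary human leukocytes given only a TCR signal (a-CD3 beads) plus compound for 48 hr. Detection used a two-antibody HTRF format read at 665nm.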
Chronic BCR inh: inhibitors of chronic active B-cell receptor signaling; ABC-DLBCL IkBa-CBG/CBR reporter, luminescence ratio, 4 h; Potency, µM (series often up to 46.1 µM), inactives show at the top dose ratio change, negative = lower green/red ratio, most hits filed as inhibitors; 340,000 tested, 0.05% active; active = well fitted inhibition curve with a large enough effect in the signal ratio, with a control signal flat, not every such curve was filed as active; inconclusive = small, poorly fitted or top-dose-only effect, or effect the other way, or a change in a side signal; the % refers to the signal ratio;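 note: potency is the fitted concentration of half-maximal effect; plate controls were basal doxycycline-induced cells for no effect and cells given 10 µM MG132 for full effect; MG132 reads +100%, hits lower the ratio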
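Compounds up to 46 uM were incubated four hours with TMD8 cells whose green CBG68 luciferase is fused to IkappaBalpha; red CBR luminescence normalised the signal, and concentration-effect curves were fitted to fusion, red and ratio data.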
FBPA coupling cs: inhibits coupling enzyme system, counter-screen for aldolase hits. coupling enzyme system counterscreen, AmpLite Red fluorescence. activity change, negative = inhibition, % at 58.2 µM, hits read low. 290,000 tested, 0.67% active. AID 2472; in the data active = activity change below about -30%; note: % is set by controls: 0 for no effect and ±100 for the full control effect
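Final compound at 57.5 uM, incubated 10 min at RT with coupling enzyme reagent (glyceraldehyde-3-phosphate), then 20 min with substrate and AmpLite Red detection. Fluorescence read at 525/598 nm; tests interference with the coupling assay, not aldolase inhibition.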
KCNH2 WT inh: blocks the wildtype human KCNH2 potassium channel; Q12809; U2OS, BacMam KCNH2, thallium flux FluxOr; stronger effect = lower value; activity change, % at 1.84 µM; 340,000 tested, 0.37% active;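 active = maximum activity change below -70%; inconclusive = maximum activity change between -70% and -50%; inactive = maximum activity change above -50%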; note: % is set by controls: 0 for no effect and ±100 for the full control effect
Target sequence (Q12809 whole entry, looked up): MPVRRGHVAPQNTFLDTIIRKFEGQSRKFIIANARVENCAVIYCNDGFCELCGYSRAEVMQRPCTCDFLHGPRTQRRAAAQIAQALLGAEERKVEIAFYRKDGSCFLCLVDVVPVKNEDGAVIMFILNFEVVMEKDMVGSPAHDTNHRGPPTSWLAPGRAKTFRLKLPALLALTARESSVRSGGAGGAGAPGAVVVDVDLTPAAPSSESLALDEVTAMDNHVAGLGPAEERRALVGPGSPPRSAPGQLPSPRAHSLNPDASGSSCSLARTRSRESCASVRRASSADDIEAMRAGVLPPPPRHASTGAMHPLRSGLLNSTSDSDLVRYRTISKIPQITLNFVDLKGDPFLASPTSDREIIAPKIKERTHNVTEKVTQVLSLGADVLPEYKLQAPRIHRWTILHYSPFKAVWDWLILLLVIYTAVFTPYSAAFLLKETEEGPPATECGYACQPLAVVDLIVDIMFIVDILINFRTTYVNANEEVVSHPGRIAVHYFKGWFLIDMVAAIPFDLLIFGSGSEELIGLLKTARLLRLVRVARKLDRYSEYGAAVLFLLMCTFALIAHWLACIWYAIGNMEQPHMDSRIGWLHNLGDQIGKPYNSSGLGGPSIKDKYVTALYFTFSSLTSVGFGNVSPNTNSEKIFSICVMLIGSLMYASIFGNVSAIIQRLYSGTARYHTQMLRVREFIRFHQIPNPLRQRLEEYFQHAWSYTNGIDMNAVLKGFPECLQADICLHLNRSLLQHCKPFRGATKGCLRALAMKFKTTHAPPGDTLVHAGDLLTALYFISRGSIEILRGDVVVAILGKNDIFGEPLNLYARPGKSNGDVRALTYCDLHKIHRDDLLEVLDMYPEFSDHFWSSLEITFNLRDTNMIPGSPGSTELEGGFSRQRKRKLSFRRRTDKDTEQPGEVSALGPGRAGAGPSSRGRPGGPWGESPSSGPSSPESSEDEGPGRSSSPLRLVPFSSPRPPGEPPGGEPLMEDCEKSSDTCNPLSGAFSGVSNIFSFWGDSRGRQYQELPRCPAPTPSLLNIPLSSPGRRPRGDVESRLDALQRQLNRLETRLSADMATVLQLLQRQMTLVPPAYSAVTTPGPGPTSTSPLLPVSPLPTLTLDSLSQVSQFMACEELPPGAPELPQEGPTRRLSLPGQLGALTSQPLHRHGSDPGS
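U2OS cells transduced with wild-type KCNH2 virus are loaded with FluxOr dye for 45 min, and thallium flux is measured in kinetic reads before and after stimulation buffer. Rate constants are normalized to DMSO controls.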
AT treatment: potential ataxia-telangiectasia treatment | […] A-T fibroblasts, KAP-1 phosphorylation AlphaLISA; neocarzinostatin DNA damage 30 min before lysis | Potency, µM (doses to about 57.5 µM), inactives show at the top dose activation, actives largely listed as activators | 320,000 tested, 0.19% active | AID 485349; note: potency is the fitted concentration of half-maximal effect; % of control where 0% means no effect; nearly all actives have a fitted effect of over 45% in size
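hTERT-immortalized A-T patient fibroblasts ([…]), 500 cells/well in OPTI-MEM, 1% FBS, got compounds for 60 min, then NCS for 30 min at 37C. Lysates were then assayed for phospho-KAP-1 by AlphaLISA (anti-pKAP1 donor, anti-KAP1 acceptor beads), 6 hr at 25C.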
MLL CXXC-DNA inh: MLL CXXC-DNA interaction inhibition; Q03164; MLL-CXXC / FITC-HOXA9 DNA fluorescence polarization; Potency, µM (highest dose often 115 µM), inactives show top-dose activity change, negative = inhibition, hits mostly inhibitors; 290,000 tested, 0.037% active; active = well fitted inhibition curve with a large enough effect in the polarisation, with a control signal flat, not every such curve was filed as active; inconclusive = small, poorly fitted or top-dose-only effect, or effect the other way, or a change in a side signal; inactive = no such curve, though single readings can be large or run the other way; the % refers to the polarisation; note: potency is the fitted concentration of half-maximal effect
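Steps: dispense CXXC domain solution (7 uM) → pin compounds or unlabeled HOX-A9 DNA control → 5 min ambient → add FLSN-HOX-A9 solution (50 nM) → spin → 30 min ambient → fluorescence polarization. Tris pH 7.5/NaCl/DTT/BSA buffer.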
Tb PFK block: inhibitors of T. brucei phosphofructokinase; O15648; T. brucei PFK, ADP-Glo luminescence; Potency, µM (titrated, usually from 57.5 µM), without a hit: at the top dose activity, negative = inhibition, actives largely listed as inhibitors; 330,000 tested, 0.17% active;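 note: potency is the fitted concentration of half-maximal effect; 0% = uninhibited 1x PFK enzyme wells and -100% = no-enzyme wells; nearly all actives have a fitted effect of over 60% in size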
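Luminescent ADP detection (ADP-Glo, two-step: ATP depletion then ADP-to-ATP conversion for luciferase) reported PFK activity after 45 min room-temperature reaction of 1.25 nM enzyme with 0.5 mM F6P and 0.1 mM ATP at pH 8.0.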
TSHR antagonist: human thyrotropin receptor antagonism; P16473; TSHR-expressing cells, TSH-stimulated cAMP HTRF, 2 h; stronger effect = lower value; activity change, negative = inhibition, % at 11.5 µM; 330,000 tested, 0.2% active; AID 504810;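 active = activity change below a set negative limit, meaning inhibition stronger than a set level, cut at about -70% in these data; inconclusive = activity change between two set negative limits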; note: % is set by controls: 0 for no effect and ±100 for the full control effect
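Cell-based HTRF cAMP assay; TSHR cells + compound, TSH EC80 (4nM final), 2 h, 37 deg C. Lysis with anti-cAMP cryptate and cAMP-d2, 30 min RT, read 665/620 nm.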
GALK inh: galactokinase (human) inhibition; P51570; 270,000 tested, 0.007% active; Purified GALK, Kinase-Glo residual ATP luminescence; Potency, µM (titrated, usually from 57.5 µM), without a hit: at the top dose activity change, negative = inhibition, usual class: inhibitors; AID 1868; note: potency is the fitted concentration of half-maximal effect; % is set by controls: 0 for no effect and ±100 for the full control effect
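5 nM enzyme, 35 uM ATP, 100 uM galactose, 20 mM HEPES pH8.0, 5 mM MgCl2; 1 h RT; residual ATP by Kinase-Glo Plus luminescence, qHTS format.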
Active calls of the source: *; ? = inconclusive; nt = not tested or not shown; & = joins results of further samples; [ ] = another dose, or the depositor's remark. Unless noted, calls come from the whole dose curve; as a rule, active = well fitted curve in the direction sought with a large enough effect; inconclusive = small, poorly fitted or top-dose-only effect, or another doubt; inactive = no such curve, though single readings can be large; an effect the other way counts as inactive or inconclusive.

SMILES	Giardia kill	TCR activator	Chronic BCR inh	FBPA coupling cs	KCNH2 WT inh	AT treatment	MLL CXXC-DNA inh	Tb PFK block	TSHR antagonist	GALK inh
COc1ccc(NC(=O)c2cc([N+](=O)[O-])ccc2N2CCCCC2)cc1	-1	-31%	?	0	4	-7%	-2%	0%	18	3%
NNC(=O)C(=O)Nc1ccc(O)cc1	-4	5%	nt	5	-5	6%	5%	0%	-15	0%
CCOC(=O)Nc1ccc2c(c1)nc(CN1CCOCC1)n2C	19	0%	1%	0	-13	1%	-2%	-4%	-13	1%
CCc1ccccc1Oc1ccc(S(=O)(=O)N2CCN(C)CC2)cn1	9	3%	-6%	nt	9	-1%	nt	-5%	-5	nt
COc1ccc(CC(=O)Nc2sc(Cc3ccccc3)c(C)c2C(N)=O)cc1	8	10%	?	1	-29	0%	0%	5%	-8	0%
COc1ccc(S(=O)(=O)N2CCOC2CNC(=O)C(=O)NCc2ccccc2OC)cc1 (stereo not drawn)	16	-4%	-10%	-1	?	-72%[inhibitor]	0%	-15%	9	4%
Cc1csc(NC(=O)c2ccc(Cl)nc2)n1	-8	6%	11%	0	-3	14%	5%	1%	-2	-1%
COC(=O)c1ccc(NC(=O)CCc2c(C)nc3ncnn3c2C)cc1	26	4%	-10%	0	4	-3%	-1%	2%	-1	-3%
O=C(Nc1ccc2nc(-c3cccnc3)[nH]c2c1)c1ccccc1F	-23	6%	-1%	-9	1	4%	-13%	3%	-9	1%
Cn1cc(CN2CCC(n3nccc3NC(=O)C3CCCC3)CC2)cn1	-11	3%	1%	nt	0	11%	9%	-2%	10	-5%
O=C(NC1CCCC1)C(c1cccnc1)N(C(=O)c1csnn1)c1ccccc1Cl (stereo not drawn)	21	-2%	-4%	0	-6	4%	1%	-1%	-10	-3%
O=C(O)C1C2C=CC(C2)C1C(=O)NCCCN1CCOCC1 (stereo not drawn)	16	3%	?	0	9	-1%	15%	-2%	1	-1%
CCOC(=O)c1ccccc1OCc1cc(/C=N/NC(=O)c2ccncc2)ccc1OC	1	-2%	-9%	0	2	4%	-12%	5%	-10	-1%
O=C(CCn1nc(-c2ccc(Cl)cc2)c2ccccc2c1=O)NCC1CCCO1 (stereo not drawn)	6	-1%	?	2	13	0%	-4%	5%	40	1%
O=C(Nc1ccc(Cl)cc1)NC1CCCCC1	-15	-5%	-14%	-2	-3	1%	0%	-3%	-14	nt
O=C(Nc1cc(S(=O)(=O)N2CCOCC2)ccc1N1CCOCC1)c1ccc(Cl)nc1	10	-1%	1%	-3	5	-18%	-2%	0%	-8	-2%
Cc1ccc2c(c1)COc1c3ccc(C(=O)N[C@@H](CO)C(C)C)cc3nn1-2	-14	3%	18%	15	5	42%	5%	1%	4	-3%
c1cnc2ccc(C(c3nnnn3C3CCCCC3)N3CCCCC3)cc2c1 (stereo not drawn)	-2	0%[46.1 µM]	-1%	-1	-7	0%	7%	0%	-5	-4%
CCOc1cc(/C=N/Nc2nc(C)cc(=O)[nH]2)ccc1O	0	0%	5%	-1	-10	-1%	22%	1%	1	2%
CCOC(=O)c1c(S(=O)(=O)NCC(=O)NCc2ccc(C)cc2)c(C)n(C)c1C	-4	0%	0%&2%	nt	7	-2%	2%	0%	-9	-1%
CC1CCCC(NC(=O)COC(=O)CCSc2ccccc2)C1C (stereo not drawn)	5	0%	0%	3	1	-6%	13%	-6%	-2	-7%
O=C(OCCCN1CCCCC1)c1ccc(O)cc1	6	2%	-4%	6	7	1%	1%	1%	20	-1%
O=C1OCCN1c1c(-c2ccccc2)c(-c2cccs2)nc2c(-c3ccccc3)cccc12	-24	-1%	?	3	6	7%	23%	1%	16	nt
CCC1SC(CC)C(=O)N(CC(=O)NCc2ccc(F)cc2)C1=O (stereo not drawn)	-13	nt	-21%	1	-7	4%	11%	-6%	7	7%
CS(=O)(=O)c1ccc(C(=O)OC2CCOC2=O)cc1[N+](=O)[O-] (stereo not drawn)	-12	-2%	?	1	5	-9%	30%	1%	-7	4%
COC(=O)c1cc2ccsc2n1Cc1nc(-c2ccc(OC)cc2)oc1C	-15	0%	0%	0	-4	2%	0%	-1%	-15	-6%
CC(C)CC(=O)N=C1SC2CS(=O)(=O)CC2N1CCc1ccccc1 (stereo not drawn)	-4	0%	2%	1	-5	6%	1%	0%	-2	9%
CCN1C(=O)[C@H]2[C@@H](c3ccc(C)cc3)N3C(=O)N(c4ccc(C)cc4)C(=O)[C@@]3(Cc3ccccc3)[C@H]2C1=O	5	-2%	16%	2	5	9%	0%	0%	-12	nt
Cc1ccccc1NC(=O)NCC1CCCO1 (stereo not drawn)	-1	-2%	nt	-1	25	nt	-5%	nt	nt	1%
CCc1ccccc1NC(=O)C1CCN(C(=O)c2ccc([N+](=O)[O-])cc2)CC1	-6	-3%	5%	1	14	-1%	-2%	10%	14	0%
CCN(C(=O)COc1ccc(C)cc1OC)c1cccc2ccccc12	-3	-2%[46.1 µM]	1%	nt	13	14%	nt	-2%	11	nt
CC1CN(C(=O)COC(=O)CSc2ccc(C(N)=O)cc2[N+](=O)[O-])CC(C)O1 (stereo not drawn)	-14	3%	0%	nt	-14	-2%	nt	-4%	4	nt
CC(C)Cn1c(N)c(C(=O)COC(=O)c2ccc3ccccc3n2)c(=O)n(C)c1=O	3	-8%	-1%	3	29	-6%	1%	1%	-11	8%
CCOC(=O)C(NCCc1ccccc1F)(NC(=O)CC)C(F)(F)F (stereo not drawn)	6	-6%[46.1 µM]	2%	-6	-9	5%	1%	-9%	26	1%
CCCc1cc(=O)n2nc(N3CCC(C(=O)Nc4cccc(C(C)=O)c4)CC3)sc2n1	-10	-2%	?	nt	4	-25%	7%	-12%	17	-1%
Cc1ccc2c(N)c(C(=O)N(c3ccccc3)c3ccccc3)sc2n1	-9	-1%[46.1 µM]	3%	-21	5	-4%	5%	-2%	-8	4%
OCCN1CCN(c2ncnc3ccc(Br)cc23)CC1	21	-8%	?	-3	10	-7%	1%	-3%	11	3%
COc1cc(/C=C/C(=O)NNC(=O)c2cccc(S(=O)(=O)N(C)C)c2)cc(OC)c1OC	-1	0%	-3%	nt	0	2%	nt	2%	10	nt
Cc1ccc(NC(=O)C(C)Sc2n[nH]c(CNc3ccccc3)n2)cc1 (stereo not drawn)	1	-54%	11%	1	7	0%	7%	5%	-1	-3%
Cc1csc(SCC(=O)NC2CCCCC2)n1	-21	3%	-21%	-1	7	5%	-6%	-2%	4	-5%
N#Cc1c2n(c3c(=O)n(Cc4ccccc4Cl)cnc13)CCCCC2	-7	0%	?	6	14	-1%	-8%	2%	-4	4%
COc1ccc(NS(=O)(=O)c2ccc(O)c(C(=O)OCC(=O)NC(C)C3CC4CCC3C4)c2)cc1 (stereo not drawn)	-16	nt	-2%	6	-12	2%	1%	1%	-6	1%
CCCCC(=O)NC(=S)NNC(=O)c1ccc(Cl)cc1Cl	-28	0%	?	-1	-9	-1%	11%	-2%	6	1%
CCOC(=O)N=Nc1c(O)n(CC(=O)OC)c2ccccc12	-6	-1%	-3%	-2	1	-1%	-3%	-2%	-6	2%
O=S(=O)(c1ccc(Cl)cc1)N1CCC2(CC1)CO2	10	3%	-8%	0	4	-1%	3%	0%	-6	8%
COc1ccc(N2C(=O)/C(=C/c3ccc([N+](=O)[O-])cc3)C=C2c2ccccc2)cc1	0	1%	-1%	0	2	11%	3%	6%	-3	0%
Cn1c(N)c(C(=O)COC(=O)c2ccc(F)cc2Cl)c(=O)n(C)c1=O	12	-19%	0%	nt	-4	0%	nt	-5%	nt	nt
CSc1n[nH]c(NCc2ccc(C)cc2)n1	-7	-4%[46.1 µM]	1%	-2	-5	4%	-1%	-1%	-5	-2%
CCN(CC)CCN(C(=O)CN1C(=O)c2ccccc2C1=O)c1nc2cc3c(cc2s1)OCO3	-6	-2%	-1%	-1	1	-3%	17%	1%	-10	-2%
NC(N)=NC(N)=Nc1ccc(O)cc1	-17	1%	4%	0	3	-1%	5%	-4%	20	4%
O=C1C2CCCN2C(=O)N1CCCCN1CCN(CCO)CC1 (stereo not drawn)	15	1%[46.1 µM]	3%	4	3	-22%	-1%	-3%	16	2%
Cc1ccc(CNc2nc(C)nc3sc4c(c23)CCC4)cc1	10	nt	-7%	1	11	-3%	3%	0%	-22	1%

Molecules from the list above containing two or more sulfur atoms:
SMILES	Giardia kill	TCR activator	Chronic BCR inh	FBPA coupling cs	KCNH2 WT inh	AT treatment	MLL CXXC-DNA inh	Tb PFK block	TSHR antagonist	GALK inh
CC(C)CC(=O)N=C1SC2CS(=O)(=O)CC2N1CCc1ccccc1 (stereo not drawn)	-4	0%	2%	1	-5	6%	1%	0%	-2	9%
Cc1csc(SCC(=O)NC2CCCCC2)n1	-21	3%	-21%	-1	7	5%	-6%	-2%	4	-5%
